GalR3 antag: blocks the human galanin receptor 3; O60755; HEK293 GalR3-CNG cAMP membrane potential fluorescence; galR3 body fused to GalR1 C-terminus; inhibition, % at 3 µM; 0.44% of 360,000 active; AID 651719;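 active means inhibition above the screen-wide average plus 3 SD, cut at about 13% in these data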;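 further: forskolin and galanin both at EC90 stimulate the cells; cAMP rise reported by CNG channel membrane potential dye signal; 0% = forskolin plus galanin with DMSO and 100% = forskolin alone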
Target sequence (O60755 1-299 limits assumed): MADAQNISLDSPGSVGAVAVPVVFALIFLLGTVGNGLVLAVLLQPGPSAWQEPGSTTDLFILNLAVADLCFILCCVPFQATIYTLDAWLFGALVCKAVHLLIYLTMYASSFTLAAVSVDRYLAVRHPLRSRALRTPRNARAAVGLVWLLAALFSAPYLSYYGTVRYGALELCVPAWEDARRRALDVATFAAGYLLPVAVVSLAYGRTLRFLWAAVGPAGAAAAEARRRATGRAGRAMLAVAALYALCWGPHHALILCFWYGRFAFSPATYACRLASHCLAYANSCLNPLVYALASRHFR
* = called active by the depositor. Not all compounds are listed (hit frequency here may not be typical).

nr | structure | GalR3 antag
1 | CCOC1=C2[C@H]([C@H]3C(=O)N(c4ccccc4)C(=O)[C@H]3C1)[C@@H](C(C)C)N(S(=O)(=O)c1ccc(C)cc1)[C@H]2c1ccccc1 | -5
2 | COc1ccccc1C(=O)N1CCN(C(=O)[C@H]2O[C@@H](n3cnc(C(N)=O)n3)[C@H](O)[C@@H]2O)CC1 | -6
3 | CC(=O)Nc1ccc(CN(C)c2c(C)nc3ccc(C(=O)Nc4ccc(Cl)c(Cl)c4)cn23)cc1 | -2
4 | CCCS(=O)(=O)NC(=O)C1(C)CCN(C(=O)c2cncc(Br)c2)C1 (centres undefined) | 2
5 | Cc1cc2c(cc1C)-n1nnnc1C(N(Cc1ccccc1)Cc1ccccc1)C(=O)N2 (centres undefined) | 1
6 | O=C1c2ccccc2C(=O)N1CC(O)COc1cccc2ccccc12 (centres undefined) | -9
7 | CCNC(=O)c1cc2c(c(-c3cccc(-c4cccc(C(=O)N(C)C)c4)c3)n1)[C@@H](CCO)N(S(=O)C(C)(C)C)C2 (some centres undefined) | -7
8 | CCc1nc2c(OCC(=O)C(C)(C)C)cccn2c1N(C)C(=O)Nc1ccccc1OC | -2
9 | CC(C)C[C@H]1COc2c(Cl)cccc2S(=O)(=O)N1 | -4
10 | Clc1cccc(CNc2ccn3nc(-c4cccc(OCc5ccccc5)c4)cc3n2)c1 | -4
11 | COC(=O)C1=C(C)N(C)C(=NCc2cccc(C(F)(F)F)c2)NC1c1cccc(F)c1 (centres undefined) | -7
12 | COc1ccc(-c2ccccc2)cc1NC(=O)[C@@H]1O[C@H](CO)[C@@H](O)[C@H]1O | -7
13 | CCCCc1c(-c2ccccc2OC)ncn1C1CCCC1 | -10
14 | CCCCn1nnnc1C(c1cc2ccccc2o1)N(Cc1ccccc1)Cc1ccccc1 (centres undefined) | -6
15 | Cc1nc2ccc(C(=O)NCCCn3ccnc3)cn2c1N(C)C(=O)CCc1ccccc1 | 0
16 | CC1(C(=O)NCc2cccs2)CCN1CCc1ccccc1 (centres undefined) | -5
17 | C=CCNc1ncnc2c1ncn2[C@H]1CN(C2CCCC2)C[C@@H](CO)O1 | 2
18 | COCCNC(=O)C1(C)CCCN(C(=O)CCc2ccccc2)C1 (centres undefined) | -5
19 | O=S1(=O)N[C@@H](Cc2ccccc2)COc2cccc(N3CCCC3)c21 | -7
20 | COc1ccc(CC(N)c2csc(NC(=O)c3cccs3)n2)cc1 (centres undefined) | -9
21 | CCOC(=O)CNC(=O)N(C)[C@H]1C[C@H]2c3[nH]c4ccccc4c3CCN2C[C@H]1[C@H](C)O | -7
22 | CS(=O)(=O)Nc1ccccc1-c1ccc2nccn2c1 | -6
23 | C[C@@H](c1ccccc1)N1C[C@@H](COCc2ccccc2)Oc2cc(N3CC[C@@H](N(C)C)C3)ccc2S1(=O)=O | -7
24 | CCOC(=O)[C@]12CCCC=C1N(Cc1ccc(Cl)cc1Cl)C(=O)[C@H](CC(=O)NCc1cccs1)C2 | -3
25 | CC1(c2nnnn2C2CCCCC2)CCC(=O)N1Cc1ccc2c(c1)OCO2 (centres undefined) | -9
26 | CCCNC(=O)C1(C)CCCN(CCC(=O)c2ccccc2)C1 (centres undefined) | -7
27 | Cc1ccc2nc(-c3ccc(CN4CCC(c5nc6ccccc6[nH]5)CC4)cc3)c(-c3ccccc3)nc2c1 | -3
28 | O=S1(=O)N[C@H](Cc2ccccc2)COc2cccc(F)c21 | -3
29 | OC(c1cccnc1)c1nc(-c2ccc3c(c2)OCO3)cs1 (centres undefined) | -8
30 | CCc1nc2ccc(C(=O)NCc3ccc(OC)cc3)cn2c1N(C)C(=O)Cc1ccccc1 | -2
31 | C#CCNC(=O)c1ccc2sc([C@H]3C[C@H](O)[C@@H](CO)O3)nc2c1 | -7
32 | COc1ccc(NC(=O)C2Cc3c(-c4ccc5c(c4)OCO5)ccnc3O2)cc1OC (centres undefined) | 66*
33 | CCCCCCCCN1C(=O)[C@H](CC(=O)N2CCCCC2)C[C@@]2(C(=O)OCC)CCCC=C12 | -7
34 | Cc1cc2nc(-c3cccc(Br)c3)c(Cc3ccccc3)n2c(C)c1Br | -3
35 | CC(C)NC(=O)OC[C@H]1O[C@H](C#Cc2ccc(C(C)(C)C)cc2)C=C[C@H]1O | -6
36 | O=C1OC(c2ccc(F)cc2)CC1CN1CCOCC1 (centres undefined) | -6
37 | CC[C@H](C)[C@H]1CNC(=O)C(=O)N1CC1CCN(CC(C)C)CC1 | -8
38 | Nc1[nH]c(C(=O)c2ccccc2)c(-c2ccc(F)cc2)c1C(=O)NCc1ccccc1 | -6
39 | COC(=O)[C@@]12C[C@@H](CC(=O)N3CCCCC3)C(=O)N(Cc3ccc4c(c3)OCO4)C1=CCC(C)(C)C2 | -1
40 | COC(=O)c1cc(=O)nc(NN=Cc2ccccc2)s1 | -7
41 | CC1=C(C(=O)N(C)C)CC(CC(=O)NCCCN(C)C)C(=O)N1CCCN1CCCC1=O (centres undefined) | -5
42 | COc1ccc(-c2csc(C(NC(C)=O)c3ccccc3)n2)cc1 (centres undefined) | -8
43 | CCCCCCCCN1C(=O)[C@@H](CC(=O)NCc2ccccc2)C[C@@]2(C(=O)OC)C1=C[C@H](C1CCCC1)O[C@@H]2C | -3
44 | CC(C)C[C@H]1CNC(=S)N1C[C@H]1CCCN1C[C@H](CC(C)C)N1C[C@H](CC(C)C)N(CCc2ccccc2)C1=S | -4
45 | COCc1[nH]nc2c1C(c1ccccc1)N(c1ccccc1)C2=O (centres undefined) | -7
46 | COc1ccc2c(c1)[C@]1(C(=O)N2C)C2=C(CCCC2=O)Oc2cc(C)oc(=O)c21 | -6
47 | CCc1nc2c(OCc3cccc(OC)c3)cccn2c1N(C)C(=O)c1ccc(OC)cc1 | -10
48 | CCNC(=O)C1(C)CCCN1Cc1c(F)cccc1F (centres undefined) | 0
49 | CCOC(=O)[C@]12CCC=C1N(Cc1ccccc1)C(=O)[C@H](CC(=O)N1CCN(C(=O)c3ccco3)CC1)C2 | 1
50 | Cc1ccccc1CN1C(=O)CSCC1(C)C(=O)NC(C)C (centres undefined) | -3

Further records follow.
nr | structure | GalR3 antag
51 | CC(C)C[C@@H](CN1CCC[C@H]1CN1C(=O)C(=O)NC[C@@H]1Cc1ccc(O)cc1)N1C[C@H](Cc2ccccc2)N(CCc2ccccc2)C(=O)C1=O | 1
52 | C[C@@H]1NS(=O)(=O)c2cccc(Cl)c2O[C@@H]1c1ccccc1 | -6
53 | Cc1cc(N2CCN(CC(C)(C)O)C[C@H]2C)ccc1N1CCN(CC(C)(C)O)[C@H](C)C1 | 2
54 | CN(C)C(=O)c1cccc(-c2cccc(-c3nc(C(=O)NCc4ccccc4)cc4c3[C@@H](CCO)N(S(=O)C(C)(C)C)C4)c2)c1 (some centres undefined) | 1
55 | O=C(NCc1ccc(Cl)nc1)c1ccc2sc([C@@H]3O[C@H](CO)[C@H](O)[C@H](O)[C@H]3O)nc2c1 | -5
56 | CC(C)C[C@H]1CNC(=S)N1C[C@H]1CCCN1C[C@H](Cc1ccc(O)cc1)N1C[C@H](Cc2ccc(O)cc2)N(CC2CCCCC2)C1=S | -1
57 | Cc1ccc(S(=O)(=O)N2CCCc3nc(-c4ccc(Br)cc4)ccc32)cc1 | -7
58 | CCNC(=O)C1(C)CCN(C(=O)c2ccc(F)c(Cl)c2)C1 (centres undefined) | -7
59 | O=[N+]([O-])c1cccc(I)c1 | -2
60 | COC(=O)N1CCCC(c2cc(C(=O)Nc3ccccc3Cl)no2)C1 (centres undefined) | -7
61 | O=c1[nH]c2ccccc2nc1-c1nnnn1C1CCCC1 | -4
62 | CCCCCCCCN1C(=O)[C@H](CC(=O)NCCCOC)C[C@@]2(C(=O)OC)CCCCC=C12 | -7
63 | COC(=O)Cc1c([C@H](C)[C@@H](OC)c2ccccc2Br)nnn1Cc1ccccc1 | 1
64 | CCOC(=O)[C@]12CCCC=C1N(Cc1ccc3c(c1)OCO3)C(=O)[C@H](CC(=O)NCc1cccc3ccccc13)C2 | -5
65 | CSc1ccc(Oc2cccc3c2S(=O)(=O)N([C@H](C)c2ccccc2)C[C@@H](COCc2ccccc2)O3)cc1C | -4
66 | COc1cc(NC(=O)c2cccc3c(-c4cnn(C)c4)coc23)cc(OC)c1OC | -5
67 | O=C(NCc1ccncc1)[C@@H]1CCCN1C(=O)[C@H]1CCCN1C(=O)c1ccccc1 | -7
68 | COc1ccc(-c2coc3c(C(=O)NCc4ccco4)cccc23)c(C)c1 | -3
69 | Cc1ccc(S(=O)(=O)N2C[C@H]3C(=O)C[C@@H](c4ccccc4)N(S(=O)(=O)c4ccccc4C)[C@H]3C[C@H]2c2ccccc2)cc1 | -5
70 | O=C1NC[C@H](Cc2ccc(O)cc2)N(C[C@@H]2CCCN2C[C@H](Cc2ccc(O)cc2)N2C[C@H](Cc3ccccc3)N(CC3CCCCCC3)C(=O)C2=O)C1=O | -6
71 | Cc1cc2oc(=O)cc(CN3CCN(c4ccccc4)CC3)c2cc1Cl | -6
72 | OC(c1cccc(Cl)c1)c1nc(/C=C/c2ccc(C(F)(F)F)cc2)cs1 (centres undefined) | -4
73 | CSCCC(C(=O)Nc1c(C)cccc1C)n1c(-c2ccc(C(F)(F)F)cc2)nc2ccccc21 (centres undefined) | -8
74 | CCNC(=O)C1CCCN(C(=O)c2ccccc2OC(F)(F)F)CC1 (centres undefined) | -5
75 | Cc1cc(N2CCN(CC(C)(C)O)C[C@@H]2C)ccc1N1CCN(Cc2ccccc2)[C@@H](C)C1 | -7

Two entries from above, set out differently:
| No. | GalR3 antag | mol |
| --- | --- | --- |
| 60 | -7 | COC(=O)N1CCCC(c2cc(C(=O)Nc3ccccc3Cl)no2)C1 (centres undefined) |
| 61 | -4 | O=c1[nH]c2ccccc2nc1-c1nnnn1C1CCCC1 |

Back to the main list; the 2 compounds before the break are reprinted first.
nr | structure | GalR3 antag
74 | CCNC(=O)C1CCCN(C(=O)c2ccccc2OC(F)(F)F)CC1 (centres undefined) | -5
75 | Cc1cc(N2CCN(CC(C)(C)O)C[C@@H]2C)ccc1N1CCN(Cc2ccccc2)[C@@H](C)C1 | -7
76 | COc1cccc(C2NC(=S)N(Cc3ccc(Br)cc3)C(C)=C2C(C)=O)c1 (centres undefined) | -7
77 | OC(c1ccccc1)(c1ccccc1)C1CCN(CCCOc2ccc(-c3cncnc3)cc2)CC1 | -9
78 | Cc1cc(Br)cn2c(Cc3cccc(Cl)c3)c(-c3ccco3)nc12 | 40*
79 | CN1CCN(c2ncnc3c2ncn3[C@H]2CN(C)C[C@@H](CO)O2)CC1 | -3
80 | COc1cccc(-c2cccc(-c3nc(C(=O)NCCCN4CCOCC4)cc4c3[C@H](CCO)N(S(=O)C(C)(C)C)C4)c2)c1 (some centres undefined) | -9
81 | CC1(C(=O)NS(=O)(=O)c2ccccc2Cl)CCN1C(=O)c1ccccc1CCc1ccccc1 (centres undefined) | -3
82 | FC(F)C(F)(F)Oc1cccc(Nc2nccn3c(-c4cc(C(F)(F)F)cc(C(F)(F)F)c4)cnc23)c1 | -9
83 | C[C@H]1CN([C@@H](C)CO)C(=O)CCCn2cc(nn2)CO[C@@H]1CN(C)C(=O)c1ccccc1 | -2
84 | COC(=O)C1=C(C)N(Cc2cccc(C(F)(F)F)c2)C(=NCc2ccc(OC)cc2)NC1c1cccc(F)c1 (centres undefined) | -6
85 | CCCCC[C@H]1CCCCC[C@H](O)C[C@H](O)[C@@H](O)/C=C/C(=O)O1 | -5
86 | CN(Cc1ccc2c(c1)CCCN2C)C(=O)[C@@H](Cc1ccccc1)NC(=O)[C@H]1O[C@@H](n2ccc(=O)[nH]c2=O)[C@H](O)[C@@H]1O | 3
87 | Cc1ccc(S(=O)(=O)Nc2ccc(F)c(F)c2O)cc1 | -6
88 | CC(C)Nc1nc(NCCOc2ccccc2)c2sccc2n1 | -7
89 | Cc1cccc(C)c1C(O)c1ncc(-c2ccccc2C(F)(F)F)[nH]1 (centres undefined) | -6
90 | COc1ccc(C(O)c2ncc(-c3cccc(C(F)(F)F)c3)[nH]2)cc1F (centres undefined) | -2
91 | C[C@H](O)[C@@H]1C(=O)N2CCc3c([nH]c4cccc(-c5ccccc5)c34)[C@@H]2C[C@@H]1N(C)C(=O)C1CCCCC1 | -6
92 | O=C(NCc1ccccc1Br)c1cccs1 | -4
93 | CC1(C(=O)Nc2cccc(C(F)(F)F)c2)Cc2c(-c3ccc4c(c3)OCO4)ccnc2O1 (centres undefined) | -1
94 | CCN(CC)c1c(C)nc2ccc(C(=O)Nc3cc(-c4ccccc4)ccc3OC)cn12 | -2
95 | Cc1cc(Nc2ccc(Cl)c(C(F)(F)F)c2)cc(=O)n1-c1ccc(Cl)c(C(F)(F)F)c1 | 0
96 | C=CCNc1nc(NCc2cccc(OC)c2)c2sc(-c3ccccc3)cc2n1 | -10
97 | CC(=O)NCCNC(=O)C1(C)Cc2c(-c3ccc(C(N)=O)cc3)ccnc2O1 (centres undefined) | -7
98 | CCCC(C)(C)C(=O)N1CCC1(C)C(=O)NS(=O)(=O)c1ccccc1Cl (centres undefined) | -6
99 | Cc1ccccc1-c1cnc(C(O)c2ccc(Cl)c(F)c2)[nH]1 (centres undefined) | -6
100 | Brc1ccc2nc(C3CCCCC3)c(Cc3ccsc3)n2c1 | -5

Next part (three carried over from the part before).
nr | structure | GalR3 antag
98 | CCCC(C)(C)C(=O)N1CCC1(C)C(=O)NS(=O)(=O)c1ccccc1Cl (centres undefined) | -6
99 | Cc1ccccc1-c1cnc(C(O)c2ccc(Cl)c(F)c2)[nH]1 (centres undefined) | -6
100 | Brc1ccc2nc(C3CCCCC3)c(Cc3ccsc3)n2c1 | -5
101 | COc1ccc(NC(=O)N(C)C[C@@H]2OCc3cnnn3CCCC(=O)N([C@@H](C)CO)C[C@@H]2C)cc1 | -2
102 | CCOC(=O)[C@]12CCC=C1N(Cc1ccccc1)C(=O)[C@H](CC(=O)NCc1cccs1)C2 | -6
103 | CC(C)CC1OC(C)Cc2[nH][nH]c(=O)c21 (centres undefined) | -7
104 | CCC(=O)N[C@H]1C=C[C@H](CC(=O)OC)O[C@@H]1CO | -3
105 | COc1ccc(-c2nc3ccc(Cl)cn3c2Cc2ccccc2C(F)(F)F)cc1OC | -9
106 | CCCn1cnnc1CNC(=O)[C@H]1O[C@@H](n2cnc3c(N)ncnc32)[C@H](O)[C@@H]1O | -2
107 | Cc1ccc2nc(-c3ccc(C#N)cc3)c(Cc3cccc(F)c3)n2c1 | -5
